HIV peptide binding: cell-free HIV fusion peptide-binding blockers – biochemical, uHTS, fluorescence dequenching, primary screen (AID 1986) | one-dose inhibition, % at 20 µM; IC50 in µM for titrated hits | cell-free peptide binding, fluorescence dequenching, 30 min; higher % means a stronger effect | 290,000 tested, 0.3% active; in the data active means inhibition mostly above about 52%, no sharp cut-off; inactive means mostly below about 76%; further: some results filed as inactive read as strong as hits
LYP inhibition: PTPN22 lymphoid phosphatase activity blockers – biochemical, fluorescence intensity, uHTS (AID 1779) | 290,000 tested, 0.054% active | inhibition, % at 11.5 µM, or IC50 in µM where a hit was titrated | recombinant LYP phosphatase, fluorescence intensity; higher % means a stronger effect; in the data active means inhibition above about 50%;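 further: plate controls were vehicle with enzyme for no effect and no enzyme for full effect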
SV40 large T antigen: TAg ATPase/helicase activity blockers – biochemical (AID 1903) | 310,000 tested, 0.39% active | one-dose inhibition, % at 20 µM; IC50 in µM for titrated hits | SV40 large T antigen ATPase/helicase inhibition assay; higher % means a stronger effect; in the data active means a potency from the dose series; inconclusive means inhibition mostly from about 32% at the one dose, without a potency; inactive means the rest, 99 in 100 with inhibition below about 32%; further: strong numbers were not always called active
RSV CPE inhibition: inhibition of RSV-induced cytopathic effect – HEp-2 cells, primary 10 µM value included (AID 2391) | HEp-2 cells, RSV-induced CPE inhibition; higher % means a stronger effect | 310,000 tested, 0.13% active | one-dose CPE inhibition, % at 10 µM; IC50 in µM for titrated hits; in the data active means a potency from the dose series; inconclusive means CPE inhibition mostly from about 23% at the one dose, without a potency; inactive means the rest, 99 in 100 with CPE inhibition below about 21%; further: strong numbers were not always called active
MgcRacGAP inhibition: MgcRacGAP GTPase-activating activity inhibitors, confirmation, biochemical, ADP Hunter fluorescence; one-dose inhibition, % at 30 µM; IC50 in µM for titrated hits; MgcRacGAP-stimulated Rac1 GTP hydrolysis, ADP Hunter fluorescence; higher % means a stronger effect; GST-tagged Rac1 F28L mutant substrate; 340,000 tested, 0.6% active;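 active means first-screen hits whose inhibition reached a set limit at any dose in the follow-up dose series; inconclusive means inhibition above the set first-screen limit but never retested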;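 further: fluorescence reports GDP produced by GAP-driven GTP hydrolysis; strong numbers were not always called active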
AID2073: disruptors of CaV2.2 binding to Mint1 – biochemical, HTRF (AID 2073). HTRF protein-protein interaction, Mint1-CaV2.2; higher % means a stronger effect. one-dose inhibition, % at 20 µM; IC50 in µM for titrated hits. 290,000 tested, 0.19% active; in the data active means inhibition mostly above about 51%, no sharp cut-off; inconclusive means no clear call, values can overlap the other calls; inactive means mostly below about 53%; further: some results filed as inactive read as strong as hits
SIAH1 antagonists: Siah-1 peptide-binding antagonists, primary screen, biochemical, fluorescence polarization, rhodamine-plectin, uHTS (AID 1817). displacement, % at 20 µM; hits with a dose series show IC50 in µM. 290,000 tested, 0.02% active. Siah-1 / rhodamine-plectin peptide fluorescence polarization; higher % means a stronger effect;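 active means displacement of at least 50% at 20 µM, with a fluorescence ratio check between 0.3 and a set limit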;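 further: plate controls were Siah plus tracer with DMSO for no effect and tracer alone without Siah for full effect; strong numbers were not always called active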
XIAP displacement: XIAP antagonists, biochemical, IAP family, fluorescence polarization (AID 1018) | displacement, % at 20 µM, or IC50 in µM where a hit was titrated | 200,000 tested, 0.007% active | XIAP BIR domain, fluorescence polarization peptide displacement; higher % means a stronger effect; in the data active means displacement above about 50%; further: a part of the inactive calls stands beside numbers as strong as those of hits
NS5 inhibitors: Dengue-2 NS5 methyltransferase inhibitors, primary screen, biochemical, confirmation dose response (AID 588689) | 340,000 tested, 0.3% active | Dengue-2 NS5 methyltransferase capping enzyme assay, biochemical; higher % means a stronger effect | inhibition, % at 25 µM, or IC50 in µM where a hit was titrated; in the data active means a potency from the dose series; inconclusive means inhibition above about 29% without an active follow-up result
An asterisk follows results filed as active; ? = inconclusive; nt = no result given.

molecule	MgcRacGAP inhibition	NS5 inhibitors	AID2073	LYP inhibition	RSV CPE inhibition	SIAH1 antagonists	SV40 large T antigen	HIV peptide binding	XIAP displacement
COc1cc(/C=N/NC(=O)c2cc(-c3cccc(OC(C)C)c3)nc3ccccc23)ccc1O	7%	0%	nt	nt	60%	nt	4%	nt	nt
Cn1c(=O)[nH]c(=O)c2c1nc(N1CCCC1)n2CCSc1nc2ccccc2[nH]1	nt	nt	0%	-7%	nt	-5%	2%	-0.7%	-4.4%
Cc1[nH]c(=O)[nH]c(=O)c1NC(=O)CSc1ncccc1-c1nc2ccccc2[nH]1	13%	-8%	2%	-8%	0.2%	-2%	3%	-1.5%	-5.4%
CCCCC1CCC(C(=O)N2CCOCC2)CC1 (configuration not stated)	8%	1%	4%	1%	2.0%	1%	6%	1.3%	-3.4%
COc1ccccc1/C=C(/CC(=O)NCc1ccccc1)c1nc2ccccc2s1	4%	2%	22%	-5%	6.7%	10%	6%	5.4%	-9.4%
O=C(Cc1ccc(-c2ccccc2)cc1)OCC(=O)N1CCCC1=O	7%	-9%	11%	5%	1.2%	0%	6%	2.2%	-7.4%
O=C(Nc1ccc(F)cc1F)NC1CCCCCCC1	8%	-4%	-1%	-13%	7.6%	-2%	11%	-1.6%	nt
CCOC(=O)CN1C(c2ccccc2O)Nc2ccc(Br)cc2C1c1ccccc1 (configuration not stated)	11%	-6%	6%	9%	1.3%	3%	14%	-1.9%	-1.7%
CCN1CCN(S(=O)(=O)c2ccc(OC)c(Br)c2)CC1	8%	-2%	2%	5%	2.0%	-4%	1%	0.5%	-4.6%
COc1ccc(C(=O)Nc2cccnc2)cc1OC	-5%	11%	7%	-10%	0.1%	-1%	3%	-2.4%	-4.4%
NC(=O)CSc1n[nH]c(=O)n1CCc1ccccc1	4%	-3%	16%	-11%	0.9%	1%	21%	-3.2%	nt
Cc1nnc(SCc2ccccc2)n1N	-4%	-1%	2%	-1%	1.7%	0%	3%	-1.2%	-2.3%
Cc1cccc(C)c1NC(=O)CCS(=O)(=O)c1cccc2nonc12	4%	-14%	5%	-10%	-0.2%	-4%	3%	-1.8%	nt
CCCCc1nc(C(N)=O)c2[nH]c(=O)n(-c3ccc(OCC)cc3)c2n1	-1%	-3%	13%	-5%	0.9%	2%	16%	-0.3%	nt
Cc1cccc(-c2noc(CN(C)C(=O)c3ccco3)n2)c1	6%	-6%	-2%	-8%	4.0%	-1%	2%	0.3%	nt
CC(=O)NCCn1c(SCc2ccc(C)cc2C)nc2ccccc2c1=O	2%	-1%	-4%	-4%	10%	2%	-4%	-1.0%	-7.1%
CCc1nnc(NS(=O)(=O)c2ccc(N/C=C\C(=O)c3ccc(C)cc3)cc2)s1	2%	6%	1%	-4%	2.9%	12%	15%	-3.0%	-18%
Nc1ccc(S(=O)(=O)N2CCCC2)cc1	6%	-4%	3%	-2%	0.1%	-5%	8%	-1.8%	-3.1%
CCOC(=O)COc1ccc(S(=O)(=O)Nc2ccc3c(c2)OCCO3)cc1	6%	1%	-7%	-5%	0.0%	0%	3%	-1.6%	-8.4%
Cc1ccc(/C=N/N2CCN(c3ccccc3)CC2)cc1	14%	-7%	14%	-9%	1.9%	-4%	7%	-1.0%	-8.4%
O=C(NCc1ccccc1)c1onc(CSc2ccc(F)cc2)c1C(=O)NCc1ccccc1	2%	-2%	nt	nt	0.2%	nt	6%	nt	nt
COCCNC(=O)c1ccccc1NC(=O)Cc1ccccc1	5%	3%	3%	-2%	1.9%	8%	6%	-0.7%	1.2%
Cn1c(SCC(=O)Nc2ccc(F)cc2)nnc1C1CC1	5%	-8%	1%	-5%	0.8%	2%	7%	0.6%	nt
CC(O)(C#CCN1CCCCCC1)c1ccccc1 (configuration not stated)	nt	nt	-6%	-6%	-0.4%	3%	-1%	-0.1%	-2.1%
CCCCn1nnnc1NCc1cc(Cl)c(OC)c(OC)c1	5%	-6%	1%	-4%	0.2%	4%	-6%	0.4%	-0.6%
Cc1noc(C)c1COc1ccc(C(=O)OC(C)C(=O)Nc2ccc(S(=O)(=O)N3CCOCC3)cc2)cc1 (configuration not stated)	10%	-1%	-7%	-7%	3.9%	6%	0%	-1.5%	-1.6%
CCOc1ccc(NC(=O)Nc2ccc3nccnc3c2)cc1	10%	-10%	2%	-7%	2.7%	-1%	12%	-0.6%	1.4%
O=C(CCN1C(=O)C2C3CCC(C3)C2C1=O)Nc1ccc([N+](=O)[O-])cc1 (configuration not stated)	12%	2%	8%	-8%	-0.5%	31%	4%	-0.4%	2.1%
Cc1cc(NC(=O)CCC(=O)N(CC(=O)NCC2CCCO2)c2ccc(Cl)c(Cl)c2)no1 (configuration not stated)	4%	-7%	3%	-10%	0.3%	0%	10%	-0.1%	nt
CCOC(=O)N1CCN(C(=O)c2cccc(N3C(=O)NC4CC3(C)Oc3ccccc34)c2)CC1 (configuration not stated)	0%	-1%	-1%	-9%	1.5%	6%	3%	0.1%	nt
CC(=O)Nc1ccc2nc(NS(=O)(=O)c3ccc(C)cc3)sc2c1	15%	-2%	15%	-5%	1.9%	-8%	15%	7.6%	-8.0%
O=C(NC(=S)NNS(=O)(=O)c1ccc(Cl)cc1)c1cccnc1	nt	nt	-13%	-6%	-0.1%	-13%	21%	-0.2%	1.9%
COc1cccc(C2C=C(c3cccs3)Nc3ncnn32)c1OC (configuration not stated)	11%	24%	7%	-4%	1.3%	-4%	20%	3.8%	-9.4%
N#CCC(=O)N/N=C/c1cn(Cc2ccc3ccccc3c2)c2ccccc12	16%	6%	8%	10%	nt	12%	7%	-1.1%	nt
CCc1cc(C(=O)c2ccc(OC)cc2)c(N)s1	nt	nt	-13%	5%	1.2%	-3%	11%	-0.8%	nt
COc1ccccc1NC(=S)NNC(=O)c1ccncc1	9%	-7%	-13%	-3%	0.9%	-2%	32%	0.3%	-6.6%
CCN1CCN(C(=O)CSc2nc3c(c(=O)n(C)c(=O)n3C)n2C)CC1	3%	-8%	2%	-6%	0.0%	1%	16%	-1.4%	nt
NC(=O)CC[C@@H]1NC(=O)[C@@H]2CCCN2C(=O)c2cc([N+](=O)[O-])cc(I)c2NCCC[C@@H](C(=O)NC(CC(=O)O)C(N)=O)NC1=O (some centres not stated)	nt	nt	-32%	-3%	0.6%	11%	12%	11%	-7.3%
Fc1ccccc1-c1nc(NCc2ccccc2)c2ccccc2n1	nt	nt	7%	3%	0.7%	4%	7%	1.7%	nt
COc1ccc(CN2C(=O)CCCc3ccccc32)cc1	4%	-5%	6%	-11%	3.2%	12%	17%	-0.3%	0.2%
CC1CC(C)CN(S(=O)(=O)c2ccc(C(=O)N3CCOCC3)cc2)C1 (configuration not stated)	4%	-1%	2%	-12%	1.5%	0%	24%	2.0%	nt
COc1ccc(C2=NCC(CSc3nnnn3C)S2)cc1 (configuration not stated)	12%	12%	-8%	1%	2.9%	0%	-2%	-0.8%	0.1%
C=CCN1C(=O)C(CC(=O)Nc2ccccc2F)S/C1=N\c1nccs1 (configuration not stated)	9%	-7%	4%	-8%	1.6%	6%	10%	-1.4%	nt
COC(=O)C(Cc1ccccc1)NC(=O)c1cccc(S(=O)(=O)N(C)C)c1 (configuration not stated)	3%	-5%	13%	0%	-1.9%	3%	4%	-2.1%	-3.1%
COc1ccc(CC(=O)Nc2c(C(=O)N3CCN(c4ncccn4)CC3)oc3ccccc23)cc1OC	0%	-15%	9%	-5%	5.9%	8%	0%	1.3%	nt
Cc1cc(OCC[N+]2(C)CCCCC2)nc2ccccc12	7%	-19%	-16%	-6%	0.2%	-3%	3%	-3.5%	-6.1%
COc1cccc(CNC(=O)Cn2ccc3cc(S(=O)(=O)N4CCCCCC4)ccc32)c1OC	7%	3%	22%	-6%	7.1%	0%	15%	1.4%	nt
C/C(CCc1ccc2c(c1)OCO2)=N\NC(=S)NC(C)C	3%	-8%	-7%	-1%	-1.0%	-4%	12%	-1.7%	-2.6%
C#CCOCCOCCOCCNc1nc(N2CCN(C(=O)[C@H](CCCCN)n3cc(CCC(=O)O)nn3)CC2)nc(N2CCN(C(=O)[C@H](CCCCN)n3cc(CC(C)O)nn3)CC2)n1 (some centres not stated)	7%	-1%	nt	nt	0.0%	nt	16%	nt	nt
Cc1c(C(=O)C(=O)N2CC=C(c3ccccc3)CC2)c2ccccc2n1C	7%	-4%	7%	1%	-0.4%	2%	17%	-1.1%	-0.2%
O=C(O)/C=C/c1ccccc1Oc1ccc(Cl)cc1Cl	7%	-1%	10%	-2%	-1.3%	2%	29%	9.8%	-7.8%
CCCCn1c(SCC(=O)Nc2cc(NC(=O)c3ccco3)ccc2C)nc2ccccc2c1=O	3%	-8%	7%	-2%	1.2%	4%	12%	-1.8%	-14%
Cn1c(NC(=O)c2ccccc2)nc2ccccc21	10%	5%	13%	2%	5.3%	3%	7%	-0.6%	nt
COc1ccc(CCNS(=O)(=O)c2cc3c4c(c2)C(C)C(=O)N4CCC3)cc1OC (configuration not stated)	12%	-4%	5%	-6%	0.4%	2%	8%	0.1%	nt
COc1ccc(Cl)cc1C(=O)n1nc(C)cc1C	9%	-5%	-5%	4%	-0.3%	3%	-8%	0.7%	-13%
Cc1ccc(C)c(NC(=O)c2cc(S(=O)(=O)N3CCCCC3)c[nH]2)c1	3%	-3%	12%	-5%	2.0%	2%	nt	0.6%	nt
COc1ccc(/C=N/NC(=O)c2cc(=O)[nH]c3ccccc23)cc1OC	-1%	-5%	2%	-3%	-1.3%	-7%	9%	-0.8%	-2.2%
COc1ccc(C(OCC(O)CNCCc2ccccc2)c2ccc(OC)cc2)cc1 (configuration not stated)	?	-5%	5%	-8%	6.4%	3%	5%	0.2%	nt
COc1cc(OC)cc(/C(N)=N/O)c1	14%	-4%	12%	-10%	1.8%	-4%	12%	-0.5%	nt
O=S(=O)(Nc1ccc(N=Nc2ccccc2)cc1)c1ccccc1	1%	2%	1%	3%	?	7%	5%	0.9%	-4.9%
COc1cccc2c1OCC(C(=O)Nc1nccs1)=C2	13%	-4%	14%	-9%	1.4%	-4%	4%	0.3%	nt
O=C(Cc1c[nH]c2ccccc12)Nc1ccccc1N1CCOCC1	-1%	nt	-6%	-6%	0.0%	1%	-1%	-0.5%	-8.9%
CNC(=S)NNC(=O)c1cccn(Cc2cccc(C(F)(F)F)c2)c1=O	nt	2%	-23%	-4%	4.4%	0%	15%	-1.5%	nt

Compounds were not picked by outcome (roughly 1.7% active in at least one column).
